Bioassay records deposited in PubChem BioAssay by Southern Research Specialized Biocontainment Screening Center.
H1N1 NS1A inhibition: H1N1 influenza NS1A inhibitors, functional cell based assay (AID 504329) | NS1A functional cell-based assay, percent inhibition; higher % means a stronger effect | hit rate 0.3% among 340,000 | inhibition, % at 12.5 µM; hits with a dose series show IC50 in µM; in the data active means a potency from the dose series; inconclusive means inhibition above about 27% without an active follow-up result; further: strong numbers were not always called active
M. tuberculosis HTS: M. tuberculosis growth inhibition, HTS (AID 449762); M. tuberculosis H37Rv growth inhibition, 7H9 media; higher % means a stronger effect; inhibition, % at 25 µM, or IC50 in µM where a hit was titrated; hit rate 0.59% among 330,000; in the data active means a potency from the dose series; inconclusive means inhibition above about 70% without an active follow-up result;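 further: bacterial growth assessed after seven days of incubation; strong numbers were not always called active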
PhoP GFP inhibition: PhoP regulon inhibitors, Salmonella typhi PhoP promoter GFP reporter, confirmatory (AID 1850); hit rate 0.33% among 310,000; Salmonella Typhi PhoP-promoter GFP reporter, fluorescence, 4 h; higher % means a stronger effect; inhibition, % at 50 µM, or IC50 in µM where a hit was titrated; in the data active means a potency from the dose series; inconclusive means inhibition mostly from about 25% at the one dose, without a potency; inactive means the rest, 99 in 100 with inhibition below about 19%;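 further: 0% = induced wells with vehicle and 100% = uninduced wells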
tuberculosis growth: growth inhibition of non-replicating M. tuberculosis (AID 488890). Mycobacterium tuberculosis non-replicating, growth inhibition; higher % means a stronger effect. inhibition, % at 25 µM; hits with a dose series show IC50 in µM. hit rate 0.39% among 320,000; in the data active means a potency from the dose series; inconclusive means inhibition mostly from about 82% at the one dose, without a potency; inactive means the rest, 99 in 100 with inhibition below about 76%;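 further: plate controls were DMSO cells for no effect and high antibiotic wells for full effect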
inhibitors of VEEV: inhibitors of VEEV TC-83 cytopathic effect, confirmation, Vero cells (AID 588727); Vero cells, VEEV TC-83 cytopathic effect inhibition; higher % means a stronger effect; one-dose inhibition, % at 20 µM; IC50 in µM for titrated hits; hit rate 0.13% among 350,000; in the data active means a potency from the dose series; inconclusive means inhibition mostly from about 14% at the one dose, without a potency; inactive means the rest, 99 in 100 with inhibition below about 12%; further: strong numbers were not always called active
inhibitors of VEEV 10K pilot screen: also measured in inhibitors of VEEV; calls as there; inhibition, %; measured here: 10K pilot screen inhibition
* = called active by the depositor; i = inactive; ? = inconclusive; / = no result given. An unsorted share of the library. About 1.6% of those tested had a hit in this group.

SMILES	H1N1 NS1A inhibition	M. tuberculosis HTS	PhoP GFP inhibition	tuberculosis growth	inhibitors of VEEV	others
CN(CC(=O)Nc1ccc(N2CCOCC2)cc1)CC(=O)Nc1ccc([N+](=O)[O-])cc1Br	-5.6%	1.1%	-1.8%	-3.0%	0.4%
O=C(N/C(=C\c1cccc([N+](=O)[O-])c1)C(=O)N1CCCCC1)c1cccs1	3.3%	-1.2%	7.1%	-1.1%	i
CCC(O)(CC)C(=O)N/N=C/c1cc(Br)cc(Br)c1O	-13.0%	10.6%	77.9µM*	35.0%	i
COc1ccc2c(c1)CCc1c(C(=O)N3CCc4ccccc4C3)noc1-2	-5.4%	?	-4.4%	25.1%	3.1%
COc1ccc(NC(=O)CSc2ccccn2)cc1	4.9%	37.5%	2.9%	50.0%	i
COC(=O)c1ccc(COC(=O)c2cnccn2)cc1	-5.3%	9.5%	-7.1%	55.1%	0.2%
Cc1cccc(Cl)c1OCCN1CCCC1	-3.2%	-5.9%	-6.2%	-1.8%	0.3%
Cc1ccc(S(=O)(=O)N2CCCCC2)cc1NC(=O)C1CC(=O)N(Cc2ccccc2)C1 (stereo unspecified)	4.8%	0.0%	-6.5%	7.0%	i
COc1ccc(C2=CC3=C(Br)C(=O)C(C)(OC(=O)c4ccc(Cl)nc4)C(=O)C3=CO2)cc1 (stereo unspecified)	/	19.8%	-25.3%	13.3%	/
Cc1nnc(SCC(=O)N2CCN(C(=O)c3ccco3)CC2)n1C	-7.1%	-14.4%	/	-9.6%	2.3%
Cc1oc(-c2ccccc2)cc1C(=O)Nc1ccc(N(C)C)cc1	13.4%	13.2%	22.1%	10.0%	2.8%
CS(=O)(=O)N1c2ccccc2[C@]2(Br)C[C@H]3C(=O)N[C@@H](Cc4ccccc4)C(=O)N3[C@H]12	-0.4%	-1.0%	6.5%	29.0%	1.1%
COc1cc(/C=C(\C#N)c2nc3ccc(C)cc3[nH]2)cc([N+](=O)[O-])c1O	17.2%	/	/	/	2.2%
COc1ccccc1NC(=O)c1ccc2c(c1)N(CC#N)C(=O)C(C)(C)O2	2.9%	-3.5%	2.5%	13.0%	3.8%
Cc1ccc(N(CC(=O)N2CC(=O)Nc3ccccc32)S(=O)(=O)c2ccc3c(c2)OCCO3)cc1	-19.8%	1.8%	12.1%	30.4%	1.2%
Cn1nc(C(C)(C)C)c([N+](=O)[O-])c1C(=O)NCCO	-7.1%	-3.2%	-5.6%	-3.6%	0.5%
Cc1cc2c(cc1C)C(=O)C(=O)N2	-26.8%	/	/	/	1.1%
COc1ccc(CCNC(=O)COC(=O)c2cc(Cl)nc(Cl)c2)cc1	-8.7%	7.7%	/	44.1%	i
COCCN(C(=O)CCCc1nc2ccccc2s1)c1c(N)n(CC(C)C)c(=O)[nH]c1=O	-3.7%	2.2%	/	14.2%	2.8%
CCOC(=O)C1=C(C)N(CC(C)C)C(=O)C1	-2.8%	-0.8%	1.1%	-11.6%	0.3%

Fetched one by one from the entries so far:
SMILES	H1N1 NS1A inhibition	M. tuberculosis HTS	PhoP GFP inhibition	tuberculosis growth	inhibitors of VEEV	others
Cc1cccc(Cl)c1OCCN1CCCC1	-3.2%	-5.9%	-6.2%	-1.8%	0.3%
COc1ccc(C2=CC3=C(Br)C(=O)C(C)(OC(=O)c4ccc(Cl)nc4)C(=O)C3=CO2)cc1 (stereo unspecified)	/	19.8%	-25.3%	13.3%	/
COc1ccc(CCNC(=O)COC(=O)c2cc(Cl)nc(Cl)c2)cc1	-8.7%	7.7%	/	44.1%	i
COc1ccccc1NC(=O)c1ccc2c(c1)N(CC#N)C(=O)C(C)(C)O2	2.9%	-3.5%	2.5%	13.0%	3.8%
Cc1ccc(N(CC(=O)N2CC(=O)Nc3ccccc32)S(=O)(=O)c2ccc3c(c2)OCCO3)cc1	-19.8%	1.8%	12.1%	30.4%	1.2%
Cc1cc2c(cc1C)C(=O)C(=O)N2	-26.8%	/	/	/	1.1%

Three compounds out of the list, ordered by molecular weight, high to low.
SMILES	H1N1 NS1A inhibition	M. tuberculosis HTS	PhoP GFP inhibition	tuberculosis growth	inhibitors of VEEV	others
COc1ccc(CCNC(=O)COC(=O)c2cc(Cl)nc(Cl)c2)cc1	-8.7%	7.7%	/	44.1%	i
COc1ccccc1NC(=O)c1ccc2c(c1)N(CC#N)C(=O)C(C)(C)O2	2.9%	-3.5%	2.5%	13.0%	3.8%
Cn1nc(C(C)(C)C)c([N+](=O)[O-])c1C(=O)NCCO	-7.1%	-3.2%	-5.6%	-3.6%	0.5%

Continued:
SMILES	H1N1 NS1A inhibition	M. tuberculosis HTS	PhoP GFP inhibition	tuberculosis growth	inhibitors of VEEV	others
COC(=O)c1c(C(=O)OC)c(-c2ccc(OC)cc2)n2c1CS(=O)(=O)C2	-7.8%	-3.5%	-2.3%	1.6%	i
Nc1cccc(S(=O)(=O)c2cccc(N)c2)c1	2.4%	-0.6%	11.9%	-0.3%	i
O=C(O)c1cccc(Oc2ncnc3sc4c(c23)CCCC4)c1	-1.9%	-5.6%	-34.4%	15.8%	1.8%
CCc1cccc(NC(=O)COC(=O)/C=C/c2cccs2)c1	-4.6%	?	5.0%	?	2.4%
CCN(C(=O)CN1C(=O)S/C(=C\c2ccc(F)cc2)C1=O)C1CCS(=O)(=O)C1 (stereo unspecified)	5.5%	-11.8%	6.7%	-9.2%	1.1%
Cc1ccc(NC(=O)C2(N(CC(C)C)C(=O)Cn3nnnc3N)CCCCC2)cc1	-0.4%	0.1%	-3.3%	10.8%	i
COc1cc(CN2CCN(C(c3ccccc3)c3ccccc3)CC2)cc(OC)c1OC	-3.4%	21.7%	11.5%	61.8%	i
C=C1CCN(c2ccc(C(=O)O)cc2[N+](=O)[O-])CC1	/	-0.3%	-23.7%	10.2%	/
CCN(Cc1cc(=O)n2ccsc2n1)c1cccc2ccccc12	3.0%	5.5%	-0.4%	12.7%	0.3%
COc1cc(C2N(c3ccccc3)CCN2c2ccccc2)ccc1OC(C)=O	2.9%	1.0%	-5.3%	10.8%	0.5%
CCOC(=O)CSc1nc2sc(C)c(C)c2c(=O)n1C	-1.8%	8.4%	-17.6%	20.5%	0.9%
Cc1cc(N=Cc2c(O)n(-c3ccc4c(c3)OCO4)c(=O)c3ccccc23)ccn1	-10.9%	-6.3%	-6.8%	-12.1%	10.9%
COc1ccc(NS(=O)(=O)c2cccc(C(=O)NCc3ccco3)c2)cc1	-3.2%	-3.9%	-3.0%	21.9%	2.7%
NS(=O)(=O)c1ccc(CCNC(=O)COC(=O)c2cc([N+](=O)[O-])ccc2N2CCOCC2)cc1	-10.8%	-6.4%	2.0%	-0.9%	8.0%
CC(NC(=O)CSc1ncn[nH]1)c1ccc(Cl)cc1Cl (stereo unspecified)	7.0%	/	/	/	i
CCOC(=O)c1sc(NC(=O)c2ccc(=O)[nH]c2)nc1C	11.5%	2.4%	-31.4%	14.2%	0.1%
CCc1ccccc1NC(=O)CN(C)Cc1c(O)ccc2ccccc12	4.0%	5.7%	-11.6%	?	1.7%
Cc1ccc(N2CCN(C(=S)Nc3ccc(Cl)cc3)CC2)cc1	-3.4%	-2.4%	-4.1%	0.7%	1.3%
CCOC(=O)C1=C(CN2CCCCC2)NC(=O)NC1c1cc(C)ccc1C (stereo unspecified)	-5.2%	1.1%	0.8%	28.9%	i
COC(=O)[C@@]1(Cc2ccc(OC)cc2)[C@H]2c3cc(C(=O)N(C)C)n(CCc4ccc(OC)c(Br)c4)c3C[C@H]2CN1C(=O)c1ccccc1	/	?	-6.6%	70.8%	/

A portion taken from the entries so far, for reference:
SMILES	H1N1 NS1A inhibition	M. tuberculosis HTS	PhoP GFP inhibition	tuberculosis growth	inhibitors of VEEV	others
O=C(N/C(=C\c1cccc([N+](=O)[O-])c1)C(=O)N1CCCCC1)c1cccs1	3.3%	-1.2%	7.1%	-1.1%	i
CCC(O)(CC)C(=O)N/N=C/c1cc(Br)cc(Br)c1O	-13.0%	10.6%	77.9µM*	35.0%	i

Other records follow.
SMILES	H1N1 NS1A inhibition	M. tuberculosis HTS	PhoP GFP inhibition	tuberculosis growth	inhibitors of VEEV	others
COc1ccc(C(=O)NNC(=O)Cn2nnc(-c3ccc(OC)c(OC)c3)n2)cc1	-3.2%	4.3%	-10.2%	-27.5%	1.0%
O=C(N/N=C/c1ccc2nccnc2c1)c1ccc(Br)cc1	/	15.6%	6.9%	-9.1%	0.6%
CCN(C(=O)COC(=O)c1cn(C)c2ccccc12)c1ccc(F)cc1	-20.1%	-0.8%	/	38.4%	6.0%
Cn1ccnc1-c1nnn(-c2ccc(F)cc2)n1	-2.4%	1.5%	-9.8%	4.9%	1.0%	inhibitors of VEEV 10K pilot screen=0.3
COc1cccc(/C=N/n2nnnc2N)c1OCc1ccccc1Cl	1.1%	5.8%	2.7%	-0.8%	2.5%
COc1ccc(CNC(=O)c2cnn3c(C(F)F)cc(C)nc23)cc1OC	4.5%	-3.1%	-18.7%	-13.2%	i
COCCNC(=O)CN(Cc1cccs1)C(=O)CCC(=O)Nc1nccs1	-1.4%	-3.8%	3.7%	-4.7%	0.8%
CCn1cc(C(=O)NCCCN(CC(C)C)CC(C)C)c(=O)c2cc(S(=O)(=O)N(C)C3CCCCC3)ccc21	8.2%	6.9%	0.4%	40.2%	i
CCOc1cccc(/C(O)=C2/C(=O)C(=O)N(Cc3cccnc3)C2c2ccco2)c1 (stereo unspecified)	6.5%	-3.5%	7.2%	5.5%	0.4%
COc1ccc(Cc2nnc(N)s2)cc1	-8.4%	-4.0%	0.6%	12.9%	4.4%
O=C(OCCOc1ccc(Br)cc1)c1cnccn1	-2.1%	55.5%	-8.9%	30.8%	8.6%
O=C(CN1C(=O)CSc2ccccc21)Nc1ccc2c(c1)OCCO2	1.6%	-8.0%	-14.3%	-33.5%	0.4%
O=C(CN1CCN(c2ccc(F)cc2)CC1)Nc1nccs1	-16.0%	-1.5%	9.6%	-1.1%	0.3%
COc1ccc2oc(C(=O)OCC(=O)Nc3ccc(N4CCOCC4)cc3)c(C)c2c1	-5.8%	3.6%	-3.9%	-13.9%	0.4%
CSc1cccc(NC(=O)C2CCN(S(C)(=O)=O)CC2)c1	0.2%	-13.1%	-2.7%	-27.7%	1.0%
O=C(NCc1ccccn1)C1CC(c2ccc(F)cc2)=NO1 (stereo unspecified)	-7.6%	-3.5%	-0.1%	0.5%	7.1%
CC(C)N(C(=O)COC(=O)c1cncc(Br)c1)C(C)C	0.7%	-4.6%	3.3%	-5.2%	0.6%
O=C(NN1C(=O)c2ccccc2NC1c1ccco1)c1ccc([N+](=O)[O-])cc1 (stereo unspecified)	-5.0%	4.2%	7.2%	0.9%	0.9%
O=C(Nc1ccncc1)c1cccn(Cc2ccccc2)c1=O	-11.4%	0.0%	9.1%	-2.1%	i
COc1cc(C(=O)NCc2nnc(SCC(=O)Nc3cccc(C)c3)o2)cc(OC)c1OC	-0.3%	-0.1%	-0.5%	9.6%	3.0%
COC(=O)CC1C(=O)NCCN1C(=S)NC(=O)c1ccccc1[N+](=O)[O-] (stereo unspecified)	-2.9%	-3.5%	-5.6%	0.7%	i
COc1ccc(CCNC(=O)Cn2cc(C(F)(F)F)cc(Cl)c2=O)cc1OC	0.8%	5.8%	-3.6%	-16.2%	1.5%
COc1ccc(CNC(=O)COc2ccc(C)nc2[N+](=O)[O-])cc1	-0.7%	5.9%	-1.1%	5.1%	7.2%
Cc1nn(C)c(C)c1CNC(=O)c1cc2n(n1)C(C(F)(F)F)CC(c1cccs1)N2 (stereo unspecified)	10.3%	-2.6%	-7.6%	6.8%	i
COC(=O)CC1C(=O)NCCN1C(=S)NC(=O)c1sc2ccccc2c1Cl (stereo unspecified)	-9.7%	-5.3%	2.1%	8.7%	3.1%
Cn1c(-c2ccc3c(c2)OCO3)cnc1N	2.0%	-10.3%	-8.0%	?	1.0%
CCN(CC(=O)NCc1ccc(F)cc1)CC(=O)NC1CCCC1	4.4%	0.3%	-7.9%	0.1%	2.2%
O=C(CC1=NCCNC(c2ccccc2)C1)c1ccccc1O (stereo unspecified)	2.6%	-3.5%	-1.4%	55.3%	0.5%
CCOC(=O)C1(c2csc(N)n2)COC(=O)C1 (stereo unspecified)	1.5%	-9.4%	-1.1%	8.7%	i
